Screens deposited in PubChem BioAssay by several laboratories.
STK33 kinase inh: inhibitors of purified STK33 kinase, primary screen, biochemical, ADP-Glo luminescence, homogeneous, cell-free | 0.073% of 320,000 active | inhibition, % at 10 µM | MBP phosphorylation | Serine/threonine-protein kinase 33 (Homo sapiens), Q9BYT3 | AID 2661, 2010;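 active = inhibition at or above 25%, using the most active replicate where run in duplicate; inactive = inhibition below 25%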
Target sequence (Q9BYT3 whole entry, looked up): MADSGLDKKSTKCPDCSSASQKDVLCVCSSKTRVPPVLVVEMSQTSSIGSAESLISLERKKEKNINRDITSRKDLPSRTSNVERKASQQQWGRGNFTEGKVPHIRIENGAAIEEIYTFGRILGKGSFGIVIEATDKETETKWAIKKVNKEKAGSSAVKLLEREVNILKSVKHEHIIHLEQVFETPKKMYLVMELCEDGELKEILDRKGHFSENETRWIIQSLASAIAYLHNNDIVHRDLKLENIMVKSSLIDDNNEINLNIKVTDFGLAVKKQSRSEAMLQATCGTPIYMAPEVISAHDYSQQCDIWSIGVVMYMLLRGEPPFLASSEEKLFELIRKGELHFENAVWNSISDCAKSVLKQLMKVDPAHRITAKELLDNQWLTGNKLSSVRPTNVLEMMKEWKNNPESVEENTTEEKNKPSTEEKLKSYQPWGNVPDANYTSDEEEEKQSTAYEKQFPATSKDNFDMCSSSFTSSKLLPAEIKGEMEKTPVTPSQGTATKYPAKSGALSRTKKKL
KCNQ2 inh: KCNQ2 potassium channel inhibitors, primary screen, cell-based, CHO-K1, FluxOR thallium flux, B-score (AID 2156). 1.1% of 310,000 active. 20 min; stronger effect = lower value. B-score at 10 µM. Potassium voltage-gated channel subfamily KQT member 2 (Rattus norvegicus), O88943;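 active = fluorescence ratio B-score at most minus 3 library SDs, with starting brightness B-score within 2 library SDs, cut at about -5.5 in these data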
OX1R antag: antagonists of human orexin 1 receptor (OX1R); OX1R-expressing cells, FRET antagonist read-out; inhibition, % at 6.6 µM; 1.8% of 330,000 active; AID 485270, 2010; in the data active = inhibition mostly above about 38%, no sharp cut-off; inactive = mostly below about 40%;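 note: 0% = agonist challenge alone and 100% = reference antagonist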
Target sequence (O43613 whole entry, looked up): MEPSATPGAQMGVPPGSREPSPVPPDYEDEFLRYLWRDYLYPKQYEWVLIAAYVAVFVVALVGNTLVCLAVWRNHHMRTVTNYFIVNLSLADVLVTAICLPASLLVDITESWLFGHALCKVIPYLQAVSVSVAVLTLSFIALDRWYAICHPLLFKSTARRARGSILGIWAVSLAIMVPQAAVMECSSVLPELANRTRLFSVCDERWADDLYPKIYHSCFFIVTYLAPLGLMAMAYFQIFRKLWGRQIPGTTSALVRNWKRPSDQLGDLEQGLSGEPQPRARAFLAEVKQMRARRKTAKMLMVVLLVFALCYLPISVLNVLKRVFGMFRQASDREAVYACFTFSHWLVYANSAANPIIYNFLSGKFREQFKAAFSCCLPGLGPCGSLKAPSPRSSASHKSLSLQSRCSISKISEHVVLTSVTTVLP
The depositor's hits bear a star; i = inactive; nt = no result given.

SMILES	STK33 kinase inh	KCNQ2 inh	OX1R antag
COCCn1c(=S)[nH]c2cc(C(=O)N3CCN(c4ccc(F)cc4)CC3)ccc2c1=O	1.0	i	11.6
N#C/C(=C(\O)C(F)(F)F)c1nnc2n1CCCCC2	-0.8	i	14.8
NC(=O)CSc1nnc2sc3ccccc3n12	-0.4	i	6.3
O=C(NC1CCC(O)CC1)c1ccc(-c2ccc(Cl)cc2)o1 (stereo not given)	0.8	i	11.4
Oc1ccccc1C1=NCCNC(C(F)(F)F)=C1	0.1	i	16.0
Cc1cccc(-n2ncc3c(N4CCOCC4)ncnc32)c1	1.7	i	12.9
CC(C)OC(=O)CSc1nc(-c2ccc(F)cc2)cc(C(F)(F)F)n1	-1.0	i	11.4
COc1cc(OC)c(NC(=O)c2ccccc2F)cc1Cl	0.0	i	89.0*
CCc1cc(C(=O)N2CCCC(CO)(Cc3ccc(F)cc3)C2)n(C)n1 (stereo not given)	-0.5	i	14.2
Cc1ccc(CSCC(=O)N2CCOCC2)cc1	-0.7	i	8.2
Cc1cccc(C(=O)Nc2c(C(=O)N3CCN(C)CC3)cnn2-c2ccccc2)c1	0.9	i	15.1
O=C(NCCO)C(=O)NCC1CCCN1S(=O)(=O)c1cccs1 (stereo not given)	-3.5	i	0.9
c1ccc2c(c1)[nH]c1nc3nncn3nc12	-0.8	i	53.3*
NC(=NCCc1ccccc1)c1cccc([N+](=O)[O-])c1	-1.2	i	22.7
Cc1cc(C(=O)CSc2nnc(Nc3ccccc3)s2)c(C)n1CC1CCCO1 (stereo not given)	-0.4	i	51.4
COc1cc([N+](=O)[O-])cc(/C=N/NC(=O)C(C)Nc2cccc3ccccc23)c1O (stereo not given)	-1.1	i	46.8
Cc1ccc2nc(NC(=O)C3CCCN(S(=O)(=O)c4cccnc4)C3)sc2c1 (stereo not given)	4.5	i	19.4
OCC1(CC2CCCCO2)CCN(Cc2ccccc2-c2ccco2)CC1 (stereo not given)	-0.6	i	3.6
CCCCCOc1ccc(C(=O)Nc2ccc(N3CCOCC3)cc2N2CCOCC2)cc1	-0.9	nt	0.3
N#Cc1ccc(OCC(=O)OCCCOC(=O)COc2ccc(C#N)cc2)cc1	-0.5	i	37.5
Cc1cc(-c2ccc(C)c(S(=O)(=O)NCc3cccc(Br)c3)c2)on1	-0.4	i	37.9*
Cc1ccc2nc(Cc3ccc(N)cc3)[nH]c2c1	0.5	i	28.2
O=C(NNC(=S)NCc1ccccc1)c1ccccc1OC(F)F	-0.1	i	13.2
CC12CC3(C)CC(C)(C1)CC(C(=O)NC(=S)N1CCOCC1)(C2)C3	0.2	i	7.0
CCOc1ccc(/C=N/NC(=O)c2cc3c(OC)cccc3[nH]2)cc1	-0.8	i	23.6

Further results follow.
SMILES	STK33 kinase inh	KCNQ2 inh	OX1R antag
Cc1ccc(NC(=O)N2CCc3ccccc3C2)cc1	-0.8	i	9.6
CC1(C)CC(NC(=O)c2cc(S(=O)(=O)N3CCOCC3)ccc2Cl)CC(C)(C)N1	0.1	nt	-4.1
CN(C)CCCn1c(SCC(=O)Nc2sc3c(c2C#N)CCCC3)nnc1-c1ccncc1	-0.7	i	9.3
O=C1C2C3C=CC(CC3)C2C(=O)N1/N=C/c1ccc(O)c(O)c1 (stereo not given)	2.5	i	25.3
Cc1cccc(NC(=O)NC2CCCCCCC2)c1	-1.4	i	nt
COc1ccc(-c2nc(NC(=O)c3n[nH]c(=O)c4ccccc34)sc2C)cc1	-0.7	i	13.1
COC(=O)CNC(=O)C(CCSC)NC(C)=O (stereo not given)	0.1	i	2.6
Cc1ccc(OCC(O)CN2CCOCC2)cc1C (stereo not given)	-0.4	i	17.7
Cn1cc(C(F)(F)F)nc1-c1ccc(OCC(O)CNCCOc2ccc(O)c(C(N)=O)c2)cc1 (stereo not given)	2.6	i	9.8
CCOC(=O)CSc1nnc(-c2ccccc2)c(-c2ccccc2)n1	-0.8	i	nt
COC(=O)c1sc(NC(=O)/C=C/c2ccc(C)o2)nc1C	0.8	i	42.9
CN1C(=O)c2ccc(C(=O)NCc3ccccc3)cc2C1=O	-0.5	i	28.4
CCOC(=O)c1cn2nc(Oc3ccc(OC)cc3)ccc2n1	-1.2	i	10.2
c1ccc(Oc2ccc(-c3ccnc4nc(N5CCOCC5)nn34)cc2)cc1	1.4	i	14.5
Oc1ccc(Cl)cc1-c1cc(-c2ccccc2Cl)[nH]n1	-1.1	i	6.2
OCCN(CCCn1c(C(F)(F)F)nc2ccccc21)c1nc(CN2CCCCC2)cs1	0.1	i	3.5
NC(=O)C1CCN(C(=O)c2cc(-c3ccc(Cl)cc3)nc3ccccc23)CC1	-0.2	nt	9.0
Cc1ccc(N(O)C(=O)NCCCCNC(=O)N(O)c2ccc(C)cc2)cc1	-0.1	i	0.8
Cc1ccc(Sc2c(C#N)c(-c3ccccc3)nn2C)cc1	0.1	-8.49*	7.8
CCC1C(=O)N=C(SCC(=O)Nc2ccc(C(=O)OC)cc2)NC1=O (stereo not given)	0.5	i	2.4
Cc1csc(NC(=O)CSc2nnc(-c3cccnc3)o2)n1	-0.1	i	13.5
C=C(C)COc1ccc(-c2ncncc2-c2ccc(OC)cc2)c(O)c1	-0.7	i	0.6
CCOC(=O)c1c(C)[nH]c(C(=O)OCC(=O)N(C)C2CCS(=O)(=O)C2)c1C (stereo not given)	0.2	i	6.6
CCOc1cccc(OCCCCn2ccnc2)c1	0.8	i	18.5
O=S(=O)(c1ccccc1)N1CCN=C1SCc1ccc(Cl)c(Cl)c1	-0.6	i	35.1

(more compounds)
SMILES	STK33 kinase inh	KCNQ2 inh	OX1R antag
CCOC(=O)N1CCN(C(=O)C2CCN(C(=O)c3ccc(C(C)(C)C)cc3)CC2)CC1	-1.5	i	16.5
N#CC1=C2SC=C(c3ccc(Br)cc3)N2CCCC1=O	nt	i	21.3
COC(=O)C1C(C(=O)OC)C1(c1ccccc1)c1ccccc1 (stereo not given)	-1.1	i	14.2
O=C(CN1CCOCC1)NCCNS(=O)(=O)c1ccccc1	0.7	i	2.4
Cc1ccc(CNC(=O)CC2Nc3c4ccccc4nc(=S)n3C2=O)cc1 (stereo not given)	-0.2	i	31.5
COc1ccccc1CNC(=O)C(NC(=O)Nc1ccccc1)C(C)C (stereo not given)	0.2	i	8.1
CCOc1cccc2sc(N(CCCN(C)C)C(=O)c3ccc(S(=O)(=O)N(C)CC4CCCO4)cc3)nc12 (stereo not given)	-0.9	i	24.7
COc1ccc(N(C(=O)CNC(=O)c2cccs2)C(C(=O)NCC2CCCO2)c2ccc(OC)c(OC)c2)cc1 (stereo not given)	-1.6	i	12.3
COc1ccc(NC(=O)c2cc(F)c(F)cc2Cl)cc1Cl	-0.7	i	14.1
C=CCN(Cc1cccs1)C(=O)COc1ccc2c(c1)OCO2	-0.6	nt	12.0
COc1ccc(CCNC(=O)C2CCC(CNc3c(N4CCCC4)c(=O)c3=O)CC2)cc1OC (stereo not given)	0.9	i	19.2
CC(C)CCC(C)NC(=O)CN1C(=O)NC(C)(c2ccc3ccccc3c2)C1=O (stereo not given)	1.1	i	32.1
O=C(Nc1ccc(Oc2ccc(NC(=O)Nc3ccccc3Cl)cc2)cc1)Nc1ccccc1Cl	0.2	i	-3.2
CCN(CC)S(=O)(=O)c1ccc(Cl)c(NC(=O)COC(=O)/C=C/c2ccc(O)c(OC)c2)c1	-0.8	i	7.5
C/C(CC1CC(COCC(C)C)OC1=O)=N\Nc1nc(-c2ccccc2)cs1 (stereo not given)	-1.4	i	8.7
Cc1nc2sccn2c(=O)c1S(=O)(=O)Nc1ccc(N2CCN(C(=O)C(C)C)CC2)cc1	-0.3	i	7.5
CC1=C(C#N)C(Nc2ccc(C)cn2)(C(F)(F)F)C(=O)N1 (stereo not given)	0.4	i	9.2
CC(=O)c1cccc(NC(=O)Nc2c(C)nn(C)c2C)c1	-1.4	i	5.2
c1coc(Cn2nnnc2CN2CCN(C3CCCC3)CC2)c1	0.1	i	20.2
COc1cccc(NC(=O)Cc2c(C(=O)O)[nH]c3ccccc23)c1	-1.3	i	-1.7
Cc1cc(C)n2nc(SCC(=O)Nc3c(C)nn(-c4ccccc4)c3C)nc2n1	-0.1	i	16.5
Cc1ccc(C(=O)Nc2nc(-c3ccc(F)cc3)cs2)o1	-1.4	i	28.0
COc1ccc(-n2ncc3c(=O)n(CC(=O)OCc4ccccc4)cnc32)cc1	-1.0	i	6.0
COc1ccc(CC(=O)Nc2nnc(SCc3ccccc3)s2)cc1S(=O)(=O)N1CCOCC1	-0.9	i	35.3
CCCCN=C1NN=C(c2ccc3c(c2)OCCO3)CS1	-0.2	i	6.2

OX1R antag, hit marks shown above.
SMILES	STK33 kinase inh	KCNQ2 inh	OX1R antag
COc1cc(OC)c(NC(=O)c2ccccc2F)cc1Cl	0.0	i	89.0*
c1ccc2c(c1)[nH]c1nc3nncn3nc12	-0.8	i	53.3*
Cc1cc(-c2ccc(C)c(S(=O)(=O)NCc3cccc(Br)c3)c2)on1	-0.4	i	37.9*

Additional results.
SMILES	STK33 kinase inh	KCNQ2 inh	OX1R antag
CCc1ccc(OCC(=O)O/N=C(\N)c2ccncc2)cc1	0.4	i	34.0
COc1ccc(NC(=O)C2CC(=O)N=C(N)S2)cc1 (stereo not given)	-1.6	i	4.8
COc1ccc(/C=N/NC(=O)c2cccc(Br)c2)cc1COc1ccccn1	-0.3	i	14.1
CCC1(C)CC(=O)N(c2ccc(C(=O)O)c(O)c2)C1=O (stereo not given)	-0.5	i	15.1
COc1cc(NC(=O)CN2CCN(c3ccccc3)CC2)c(C)cc1[N+](=O)[O-]	5.3	i	19.2
Cc1cc(-c2c(C(=O)N3CCOCC3)c(C)nn2-c2cccc(C(F)(F)F)c2)no1	0.4	i	-0.8
COc1ccc(-c2oc3ccc(N4CCOCC4)cc3c2/C=C/c2ccc(OC)c(OC)c2)cc1	-1.4	i	18.7
O=C(CSc1nncs1)NC1CCCc2ccccc21 (stereo not given)	0.6	i	8.8
Cc1cc2cc(C)c(NCCNC(=O)c3cccs3)nc2cc1C	-1.4	i	22.6
CCOC(=O)C1(Cc2ccc(Cl)cc2)CCN(Cc2ccon2)CC1	0.2	i	17.7
NC(=S)N/N=C/c1ncc(C(F)(F)F)cc1Cl	0.4	i	12.7
Cc1cc(/C=C2\C(=N)N3N=C(C(C)C)SC3=NC2=O)c(C)n1Cc1ccccc1	-2.3	i	6.3
O=C(NCCc1ccc(Cl)cc1)c1ccc(NC2=NC3CS(=O)(=O)CC3S2)cc1 (stereo not given)	0.4	i	4.5
Cc1ccc(S(=O)(=O)N2CCCCC2)cc1	0.8	i	-8.1
O=C(O)CCNS(=O)(=O)c1ccc2ccccc2c1	-1.2	i	10.4
OC(c1ccccc1)c1nc2ccccc2s1 (stereo not given)	-1.9	i	8.7
CC1=NN(c2ccc(C(F)(F)F)cn2)C(=O)C1	0.2	i	10.9
C=CCNC(=O)c1cc2cccc(OC)c2oc1=O	0.5	i	33.0
COc1ccc(-c2cccc(-c3nc4ccc(Cl)cn4c3NC3CCCCC3)c2)cc1	-0.7	nt	3.1
COc1ccc(-n2nnc3c(SCC(=O)N4CCCc5ccccc54)ncnc32)cc1	0.9	i	9.2
CC(C)CNC(=O)CC(c1ccccc1)c1ccccc1	-1.6	i	4.9
COc1cc(C(=O)OCC(=O)NC2CCS(=O)(=O)C2)ccc1OCc1c(C)noc1C (stereo not given)	-1.9	i	1.1
COc1ccc(NC(=O)COc2nsnc2N2CCCCC2)cc1	-0.9	i	2.2
Cc1cnc(NC(=O)C(C)N2CCN(C)CC2)s1 (stereo not given)	-0.6	i	6.3
NC(=O)c1ccc(N2CCOCC2)nc1	-1.0	i	22.5

The last two records of the part before are carried over, then new ones follow.
SMILES	STK33 kinase inh	KCNQ2 inh	OX1R antag
Cc1cnc(NC(=O)C(C)N2CCN(C)CC2)s1 (stereo not given)	-0.6	i	6.3
NC(=O)c1ccc(N2CCOCC2)nc1	-1.0	i	22.5
COc1ccccc1N1CCN(C(=O)CNC(=O)Cn2cnc3sc(C)c(C)c3c2=O)CC1	-1.7	i	9.9
O=C(NCc1ccco1)c1cc(-c2ccccc2)nn1CC1CC(c2cccnc2)=NO1 (stereo not given)	0.9	i	33.2
COc1cccc(Oc2c(C)oc3c(CN4CCCC4)c(O)ccc3c2=O)c1	1.2	i	13.1
COc1ccccc1NC(=O)c1ccc(NC(=O)CSc2n[nH]c(N)n2)cc1	0.2	i	34.7
CC(=O)N1CC=CC1(C)C(=O)O (stereo not given)	-4.1	i	17.1
COc1cccc(C2(O)CCN(C(=O)C3CCC3)CC2)c1	-1.3	i	19.2
Cc1ccc(C(=O)NCC(=O)OCC(=O)NC2CCCCCCC2)cc1	-0.3	i	10.6
O=C(Nc1cccnc1Cl)c1cccc(F)c1	-3.1	i	12.9
Cc1cc(C)n(CCC(=O)Nc2cccc(F)c2)n1	-2.4	i	7.5
Cc1cccc(OCC(=O)NCCN2CCOCC2)c1	-2.7	i	11.2

Compound profiles (already shown). Order of screens: STK33 kinase inh, KCNQ2 inh, OX1R antag
Entry for COc1cccc(Oc2c(C)oc3c(CN4CCCC4)c(O)ccc3c2=O)c1 = 1.2, i, 13.1
Entry for CC(=O)N1CC=CC1(C)C(=O)O (stereo not given) = -4.1, i, 17.1
Entry for COc1cccc(C2(O)CCN(C(=O)C3CCC3)CC2)c1 = -1.3, i, 19.2
Entry for O=C(NCc1ccco1)c1cc(-c2ccccc2)nn1CC1CC(c2cccnc2)=NO1 (stereo not given) = 0.9, i, 33.2
Entry for Cc1ccc(C(=O)NCC(=O)OCC(=O)NC2CCCCCCC2)cc1 = -0.3, i, 10.6
